Screening results deposited in PubChem by several laboratories.
KLK5 inh = inhibitors of human kallikrein 5. inhibition, % at 5 µM. 0.59% of 210,000 active. recombinant hK5, fluorogenic AMC substrate cleavage. AID 873;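 active means inhibition of 40% or more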;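 further: 0% = enzyme controls without compound and 100% = no-enzyme blanks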
Target sequence (Q9Y337 67-293 limits assumed): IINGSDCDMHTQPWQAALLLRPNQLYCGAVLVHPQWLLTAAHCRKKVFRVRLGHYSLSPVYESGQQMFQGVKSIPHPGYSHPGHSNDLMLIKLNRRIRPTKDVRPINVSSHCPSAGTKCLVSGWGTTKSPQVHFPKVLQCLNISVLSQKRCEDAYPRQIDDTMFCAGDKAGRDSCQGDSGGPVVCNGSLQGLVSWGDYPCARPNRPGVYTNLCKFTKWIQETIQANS
14-3-3 Bad inh = disrupts binding of bovine 14-3-3 zeta to phospho-Bad peptide; TR-FRET 14-3-3zeta/Dy647-pBad peptide displacement, 1 h; inhibition, % at 21.7 µM; 0.71% of 220,000 active; AID 781;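 active means inhibition above about 70%, limit read from the data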;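 further: 0% = full 14-3-3 plus peptide FRET controls and 100% = background without 14-3-3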
FXIa inh 1536 = inhibitors of human coagulation factor XIa; P03951; purified FXIa, Boc-Glu-Ala-Arg-AMC fluorogenic substrate; inhibition, % at 5 µM; 0.14% of 220,000 active;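 active means inhibition of at least 40%; inactive means inhibition below 40%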;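 further: fluorescence of freed AMC excited at 355 nm; 0% = enzyme without compound and 100% = no enzyme blank; many of its hits are not listed in these tables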
Hck Nef HTS = blocks Nef-activated human Hck kinase; Recombinant Hck-YEEI plus Nef, Z-Lyte FRET kinase assay; inhibition, % at 20 µM; 0.68% of 220,000 active; AID 463187;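 active means Hck-Nef kinase inhibition above about 50%, limit read from the data; inactive means inhibition below that limit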;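 further: 0% = DMSO with Hck plus Nef and 100% = Hck alone without Nef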
Wee1 degr inh = inhibitors of human Wee1 degradation; HeLa Luc-Wee1K328M stability, luciferase luminescence; 100% = proteasome inhibitor MG132 effect; reporter increase, % at 5 µM; 1.2% of 220,000 active; AID 1321;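 active means activation above the mean of all tested compounds plus 3 SD, set per screening run, cut at about 8.8% in these data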;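 further: cells exposed to compound for 20 h before luminescence read; 0% = DMSO alone and 100% = MG132 at 30 µM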
Target sequence (P30291 whole entry K328M): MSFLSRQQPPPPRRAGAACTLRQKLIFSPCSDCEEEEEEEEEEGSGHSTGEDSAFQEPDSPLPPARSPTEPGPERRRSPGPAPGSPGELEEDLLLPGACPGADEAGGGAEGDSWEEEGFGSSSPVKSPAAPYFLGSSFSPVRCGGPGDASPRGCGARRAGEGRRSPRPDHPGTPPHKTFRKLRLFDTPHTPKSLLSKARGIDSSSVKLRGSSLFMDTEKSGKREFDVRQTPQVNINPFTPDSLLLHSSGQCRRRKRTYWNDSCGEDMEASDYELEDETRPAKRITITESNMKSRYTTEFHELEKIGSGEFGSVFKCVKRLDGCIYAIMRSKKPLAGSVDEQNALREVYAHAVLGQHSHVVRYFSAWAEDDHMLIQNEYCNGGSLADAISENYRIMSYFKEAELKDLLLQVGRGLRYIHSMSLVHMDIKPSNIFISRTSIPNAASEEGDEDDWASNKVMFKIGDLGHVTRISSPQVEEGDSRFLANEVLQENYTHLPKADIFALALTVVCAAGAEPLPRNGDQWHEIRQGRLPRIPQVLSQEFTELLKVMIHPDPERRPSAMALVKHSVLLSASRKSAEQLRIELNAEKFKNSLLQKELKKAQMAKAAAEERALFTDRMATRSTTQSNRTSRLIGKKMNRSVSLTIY
Runt-SMMHC FRET = Runt domain-CBFb-SMMHC interaction inhibition. inhibition, % at 20 µM. Cerulean-Runt/Venus-CBFb-SMMHC FRET ratio 530/480, 1 h. 0.74% of 220,000 active. AID 1434;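 active means mean inhibition across duplicate retests at 20 µM reaching about 50%, limit read from the data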;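 further: 0% = DMSO wells and 100% = wells with excess untagged CBFb-SMMHC; inhibitors lower the FRET ratio by blocking Runt binding to CBFb-SMMHC; some results filed as inactive read as strong as hits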
Thrombin inh = thrombin (human) inhibition | P00734 | alpha-thrombin, Boc-VPR-AMC fluorogenic substrate cleavage | inhibition, % at 5 µM | 0.26% of 220,000 active | AID 1046;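 active means inhibition at or above 40%; inactive means inhibition below 40%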;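 further: 0% = enzyme with no compound and 100% = wells without enzyme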
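Material: human alpha-thrombin protein; Also added: Boc-VPR-AMC substrate, 15 µM final; Timing: enzyme reaction carried out at room temperature; Signal: fluorescence, ex 355 nm, em 460 nm; Measure: % inhibition of thrombin; Controls: enzyme without compound as high, wells lacking enzyme as low.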
Runt-CBFb FRET = inhibitors of human RUNX1 Runt domain binding to CBFb | Q01196+Q13951 | Cerulean-Runt/Venus-CBFb FRET ratio 530/480, 1 h | inhibition, % at 20 µM | 0.46% of 220,000 active;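 active means inhibition over about 50% at 20 µM in the single-dose screen, limit read from the data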;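 further: 0% = DMSO wells and 100% = excess unlabeled CBFb competitor control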
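Doses: 20 µM compound in 1% DMSO | Material: Cerulean-labeled Runt domain protein | Amount: Each fluorescent fusion protein 100 nM | Schedule: Two 1 h room-temperature incubations shielded from light | Measured by: FRET fluorescence | Evaluation: Loss of energy transfer signal | Controls: Unlabeled CBFb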
FXIIa inh 1536 = factor XIIa (human) inhibition. 0.3% of 220,000 active. AID 800. purified FXIIa, Boc-QGR-AMC fluorogenic substrate, 2 h. inhibition, % at 5 µM; in the data active means inhibition above about 40%;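 further: 0% = enzyme with no compound and 100% = blank without enzyme; many of its hits are not listed in these tables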
An asterisk follows results filed as active; · = not tested or not shown; [ ] = dose if it differs, or a comment.

SMILES	KLK5 inh	14-3-3 Bad inh	FXIa inh 1536	Hck Nef HTS	Wee1 degr inh	Runt-SMMHC FRET	Thrombin inh	Runt-CBFb FRET	FXIIa inh 1536
O=C(Nc1cccc(Cl)c1Cl)c1cc(S(=O)(=O)NCCc2ccccc2)ccc1F	-3	-8	9	-2	0	3	-6	25	14
CCOC(=O)c1ccc(-n2[nH]c(-c3ccccc3)cc2=O)cc1	3	-3[fluorescence artefact?]	4	6	-2	2	2	-2	4
COc1ccc(OC)c(NC(=O)COc2ccc(S(=O)(=O)NC(C)C)cc2)c1	0	1	-24	-11	3	2	-7	-1	1
O=C1CC(=O)N2N=C(c3ccc([N+](=O)[O-])cc3)SC2=N1	-22	7	20	0	4	1	-11	0	21
S=C(NCCCc1ccccc1)Nc1ccccc1Cl	-20	18	5	4	1	5	-13	0	3
CCOc1ccc(-n2c(SCc3nc(-c4ccc(C)cc4)no3)nnc2-c2ccncc2)cc1	-5	-4	5	-1	2	-6	2	-13	12
Cc1cc(N(C)C)ccc1[N+](=O)[O-]	-14	-4[fluorescence artefact?]	-6	2	-2	-6	-5	-2	4
CC(C)CSc1nc2ccccc2[nH]1	-19	4	-5	-3	2	0	1	-2	9
O=C(Nc1cccnc1)c1ccc2c(c1)OCO2	-5	0	1	0	-3	5	-1	-1	14
O=C(OCc1nc2scc(-c3ccccc3)c2c(=O)[nH]1)c1cc([N+](=O)[O-])ccc1Cl	-15	-20[fluorescence artefact?]	4	5	0	3	-1	-1	14
COC(=O)c1ccc(NC(=S)NC2CCCCC2C)cc1 (stereo not drawn)	-7	-7	-1	3	-1	0	-3	2	7
Cc1ccccc1S(=O)(=O)Nc1nc2ccccc2nc1N1CCOCC1	16	46	-1	1	-4	-2	-7	1	9
C=C(C)C1CC=C(C)/C(=N/NC(=O)CNc2ccc(OCC)cc2)C1 (stereo not drawn)	-10	-14[fluorescence artefact?]	3	1	-2	2	0	2	17
COc1cc(/C=N/NC(=O)c2ccncc2)ccc1Oc1ccc([N+](=O)[O-])cn1	-2	-14	-2	24	1	5	-8	2	10
CC(C(=O)Nc1ccc2c(c1)OCCO2)N1CCN(C(=O)c2ccco2)CC1 (stereo not drawn)	-10	5[fluorescence artefact?]	2	2	1	2	3	1	27
Cc1cc(C)c2nc(NNC(=O)c3ccc(S(=O)(=O)N4CCc5ccccc5C4)cc3)sc2c1	-69	-2	16	-13	-1	-2	2	19	13
CCOC(=O)c1cnc(SC)nc1N1CCCC1	-8	-8	-3	-2	3	-4	2	0	1
COc1ccccc1N1CCN(C(=O)Nc2ccc([N+](=O)[O-])cc2)CC1	-8	-5[fluorescence artefact?]	-6	-3	-1	6	-6	-3	3
O=C(NC(C(=O)N/N=C/c1cccc2ccccc12)c1n[nH]c(=O)c2ccccc12)c1ccccc1 (stereo not drawn)	6	-5	1	-2	4	1	1	-1	12
COc1cccc(N2C(C(C)=O)=NN(c3ccccc3)C2c2ccc(N3CCOCC3)cc2)c1 (stereo not drawn)	-7	-4	7	4	4	-26	-3	1	10
CN(C)c1ccc([N+](=O)[O-])cc1C(=O)O	0	0	-11	0	-1	-5	-4	-4	-9
COc1ccc2c(CCNC(=O)c3ccco3)c[nH]c2c1	1	-10	-1	-2	1	-5	3	0	3
Cc1ccc(NCc2nnc(SCCN3CCCCC3)n2CC2CCCO2)cc1Cl (stereo not drawn)	1	1	-7	1	-1	0	-5	-2	5
CC(=O)N(C)c1ccc(NC(=O)C(F)(F)F)cc1	-2	-2	-1	7	0	4	0	1	8
Clc1ccc(COc2ccccn2)cc1Cl	3	1	4	1	-1	-4	3	·	13

Other entries.
SMILES	KLK5 inh	14-3-3 Bad inh	FXIa inh 1536	Hck Nef HTS	Wee1 degr inh	Runt-SMMHC FRET	Thrombin inh	Runt-CBFb FRET	FXIIa inh 1536
CC(=O)N/N=C(\N)c1nonc1N	-1	-2	-2	8	-2	0	-5	2	3
O=C(N/C(=C/c1cccs1)C(=O)N1CCOCC1)c1ccccc1	-6	-4	3	21	1	-4	-1	1	11
CC(=O)c1cccc(NC(=O)c2cc(-c3ccc(F)cc3)on2)c1	0	23[fluorescence artefact?]	13	0	0	2	1	-3	28
COc1ccnc(CSC(N)=Nc2ccc(F)cc2)c1	-10	38	4	7	1	2	-3	5	10
Clc1ccc(OCc2cc(-c3ccccc3)no2)c(Cl)c1	-14	4	2	0	-2	-4	1	0	11
Cc1ccc(S(=O)(=O)N2CCC(NC(=O)c3ccccc3)CC2)cc1	5	-6	-5	15	-3	0	1	4	8
O=C(COc1cc(F)ccc1[N+](=O)[O-])Nc1cccc(Br)c1	-10	-11	-4	18	0	0	-1	4	7
N#Cc1ccccc1/C=N/Nc1nc(-c2ccccc2)c2cc(Br)ccc2n1	-1	26	-4	2	-1	-2	0	2	2
Cc1nc(C(=O)NNC(=O)c2c(-c3c(Cl)cccc3Cl)noc2C)cs1	-29	-11	-2	17	-1	0	-11	3	6
Brc1cccc(/C=N\n2cnnc2)c1	-25	-2[fluorescence artefact?]	2	1	-1	0	2	-1	13
O=C(Nc1ccc(Cc2ccc(NC(=O)C3CC3)c(O)c2)cc1O)C1CC1	-25	0	-9	5	0	2	-4	1	5
O=C1CCC(=O)N(O)CCCCCNC(=O)CCC(=O)N(O)CCCCNC(=O)CCC(=O)N(O)CCCCCN1	6	-5	2	30	·	-3	6	1	12
O=c1[nH]cnc2c1c(-c1ccccc1)cn2-c1ccc(F)cc1	-4	-9	3	4	-2	0	-5	-3	6
O=C(COc1ccc2oc(-c3ccco3)cc(=O)c2c1)N1CCCCC1	-29	2	-7	10	1	-1	-8	-2	-7
N#CCC(=N)N1CCN(c2cccc(Cl)c2)CC1	5	-3	5	2	1	-1	-8	-3	8
CC(C)(C)NC(=O)COC(=O)c1cc(F)c(F)cc1Cl	-2	·	18	1	1	2	5	0	27
COc1ccccc1C(c1nnnn1C(C)(C)C)N1CCN(Cc2ccncc2)CC1 (stereo not drawn)	-6	42	-4	0	2	4	-8	0	11
COc1ccccc1-n1nc(C)c(-c2ccccc2)c1N	4	-17	-1	19	2	3	-3	-6	12
COc1ccc(N2CCN(C(=O)CN3CCN(c4nc(-c5ccc(F)cc5)cs4)CC3)CC2)cc1	3	-4	3	18	0	-1	0	-6	6
CCN1CCN(C(c2cccs2)C(C)NS(=O)(=O)c2ccc(F)cc2)CC1 (stereo not drawn)	0	2	-2	-5	2	-6	-2	1	12
O=C(Nc1ccc2oc(-c3ccccc3)nc2c1)c1cc(-n2cnnc2)ccc1Cl	2	-1	7	26	4	-2	·	-3	11
COC(=O)C1=NN[C@H](C(=O)OC(C)(C)C)[C@H]1c1ccccc1	-4	1	8	-4	-1	0	-2	-2	14
CC1=CC(=O)[C@H]2C(C)(C)CCC[C@]2(C)[C@@]1(O)CO	3	-2	4	18	-2	0	2	0	11
N/C(Cc1ccc([N+](=O)[O-])cc1)=N\OC(=O)Cc1ccccc1	-23	-1[fluorescence artefact?]	-6	-2	1	-1	-8	-2	5
NC(=S)N/N=C/c1coc2ccc(O)cc2c1=O	4	-7	4	-60	3	4	1	6	12

Reformatted with values under each structure: entries from further up.
Second line of a record – KLK5 inh | 14-3-3 Bad inh | FXIa inh 1536 | Hck Nef HTS | Wee1 degr inh | Runt-SMMHC FRET | Thrombin inh | Runt-CBFb FRET | FXIIa inh 1536
- CC(=O)c1cccc(NC(=O)c2cc(-c3ccc(F)cc3)on2)c1
 : 0 | 23[fluorescence artefact?] | 13 | 0 | 0 | 2 | 1 | -3 | 28
- COc1ccnc(CSC(N)=Nc2ccc(F)cc2)c1
 : -10 | 38 | 4 | 7 | 1 | 2 | -3 | 5 | 10
- Clc1ccc(OCc2cc(-c3ccccc3)no2)c(Cl)c1
 : -14 | 4 | 2 | 0 | -2 | -4 | 1 | 0 | 11
- Cc1ccc(S(=O)(=O)N2CCC(NC(=O)c3ccccc3)CC2)cc1
 : 5 | -6 | -5 | 15 | -3 | 0 | 1 | 4 | 8
- O=C(COc1cc(F)ccc1[N+](=O)[O-])Nc1cccc(Br)c1
 : -10 | -11 | -4 | 18 | 0 | 0 | -1 | 4 | 7
- N#Cc1ccccc1/C=N/Nc1nc(-c2ccccc2)c2cc(Br)ccc2n1
 : -1 | 26 | -4 | 2 | -1 | -2 | 0 | 2 | 2
- Cc1nc(C(=O)NNC(=O)c2c(-c3c(Cl)cccc3Cl)noc2C)cs1
 : -29 | -11 | -2 | 17 | -1 | 0 | -11 | 3 | 6
- Brc1cccc(/C=N\n2cnnc2)c1
 : -25 | -2[fluorescence artefact?] | 2 | 1 | -1 | 0 | 2 | -1 | 13
- O=C(Nc1ccc(Cc2ccc(NC(=O)C3CC3)c(O)c2)cc1O)C1CC1
 : -25 | 0 | -9 | 5 | 0 | 2 | -4 | 1 | 5
- O=C1CCC(=O)N(O)CCCCCNC(=O)CCC(=O)N(O)CCCCNC(=O)CCC(=O)N(O)CCCCCN1
 : 6 | -5 | 2 | 30 | · | -3 | 6 | 1 | 12
- O=c1[nH]cnc2c1c(-c1ccccc1)cn2-c1ccc(F)cc1
 : -4 | -9 | 3 | 4 | -2 | 0 | -5 | -3 | 6
- O=C(COc1ccc2oc(-c3ccco3)cc(=O)c2c1)N1CCCCC1
 : -29 | 2 | -7 | 10 | 1 | -1 | -8 | -2 | -7

More compounds follow:
SMILES	KLK5 inh	14-3-3 Bad inh	FXIa inh 1536	Hck Nef HTS	Wee1 degr inh	Runt-SMMHC FRET	Thrombin inh	Runt-CBFb FRET	FXIIa inh 1536
Cc1ccc2oc(-c3cccc(NC(=O)c4ccc(Br)o4)c3)nc2c1	0	1	-1	-5	0	2	-3	-1	7
Nc1ccc(O)c2c(=O)cc(-c3ccccc3Cl)oc12	-9	-1[fluorescence artefact?]	-1	2	0	0	-2	1	9
Clc1ss/c(=N\c2ccccn2)c1Cl	-4	29	3	-2	3	6	-7	9	4
FC(F)(F)c1cc(N2CCOCC2)nc(-c2ccccc2)n1	-10	24	7	1	2	-4	-4	-6	11
O=C(O)CC(C(=O)N(c1ccccc1)c1ccccc1)N1CCOCC1 (stereo not drawn)	-16	-10	2	2	-2	3	3	·	7
COc1ccccc1CNC(=O)c1cnccn1	-25	-5	1	0	1	-2	0	3	8
COc1ccc(C(CC(=O)O)NC(=O)COc2cc(C)ccc2C)cc1OC (stereo not drawn)	-8	-8	2	1	0	-1	5	0	7
Cc1c(-c2ccccc2)sc(Br)c1C(=O)N1CCOCC1	-2	·	6	-1	0	2	4	2	7
O=S(=O)(Nc1nc2ccccc2nc1NCc1ccco1)c1cccs1	-15	42[fluorescence artefact?]	1	1	-4	-10	3	-3	6
CCC(c1nnnn1CCOC)N(Cc1cc2c(C)cc(C)cc2[nH]c1=O)CC1CCCO1 (stereo not drawn)	33	-3	-8	16	-1	1	-5	-3	-3
O=C(c1c(F)cccc1F)N1CCCC1	·	-1	0	10	5	-8	-2	1	8
